miR122 inh: blocks miR-122 activity in Huh7 sensor cells; Huh7 miR-122 Renilla luciferase sensor, 48 h; neutral wells = 0, positive control = 100; 0.3% of 340,000 active; AID 602342; activation (reporter increase), % at 12.5 µM;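 active = mean replicate activation score at least 90 and every replicate individually at or above 90; inconclusive = only one of the two criteria met; inactive = neither criterion met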;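 note: higher luciferase means less miR-122 activity so hits act as miR-122 inhibitors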
SIRT5 inh: inhibitors of human sirtuin-5 desuccinylase; Purified SirT5, succinyl-peptide AMC, trypsin-coupled fluorescence; inhibition, % at 15 µM; 1.1% of 330,000 active; AID 652115; in the data active = inhibition above about 15%; inconclusive = no clear call, values can overlap the other calls
Target sequence (Q9NXA8 whole entry, looked up): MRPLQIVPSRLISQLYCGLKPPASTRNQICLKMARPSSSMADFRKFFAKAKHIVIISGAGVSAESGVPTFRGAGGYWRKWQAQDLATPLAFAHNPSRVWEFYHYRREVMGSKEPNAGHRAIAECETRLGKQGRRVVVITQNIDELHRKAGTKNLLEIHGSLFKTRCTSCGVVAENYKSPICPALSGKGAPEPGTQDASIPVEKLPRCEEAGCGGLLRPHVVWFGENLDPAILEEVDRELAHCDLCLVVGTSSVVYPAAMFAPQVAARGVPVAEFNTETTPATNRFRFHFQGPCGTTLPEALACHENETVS
F508del corr: CFTR F508del correction in bronchial cells | activity (quench increase), % at 7.58 µM | 0.36% of 350,000 active | AID 720511 | CFBE cells, YFP halide quenching; stimulated with forskolin plus potentiator P3; % fluorescence drop versus neutral controls;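 active = mean added fluorescence quench of at least 8% versus neutral control, with both replicates also reaching 8%; inconclusive = only one of the mean or replicate conditions met; inactive = mean below 8% and not both replicates reaching 8%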;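 note: cells transiently co-express mutant CFTR-F508del with the halide-sensitive YFP; corrector assay measuring rescue of mutant channel to the surface after 24 h compound exposure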
CASP6 VEID inh: inhibitors of human caspase-6. P55212. purified caspase-6, Z-VEID-R110 cleavage fluorescence. inhibition, % at 12.5 µM. 0.53% of 350,000 active. AID 686996;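 active = mean inhibition across replicates at least about 35%, with every replicate also reaching that limit, limit read from the data; inconclusive = only one of the two criteria met; inactive = neither criterion met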;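 note: 0% = median of neutral control wells and 100% = no fluorescence left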
Target sequence (P55212 24-179 limits assumed): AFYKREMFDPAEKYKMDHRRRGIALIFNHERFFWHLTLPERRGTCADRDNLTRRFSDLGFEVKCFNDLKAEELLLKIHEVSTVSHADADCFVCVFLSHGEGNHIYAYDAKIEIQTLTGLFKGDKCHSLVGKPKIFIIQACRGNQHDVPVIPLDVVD
Target sequence (P55212 194-293 limits assumed): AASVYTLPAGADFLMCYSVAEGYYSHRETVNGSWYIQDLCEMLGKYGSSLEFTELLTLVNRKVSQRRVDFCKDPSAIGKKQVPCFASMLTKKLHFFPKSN
ERp5 inh: inhibitors of human ERp5. ERp5 insulin aggregation, absorbance 650 nm, 90 min. inhibition, % at 9.99 µM. 0.05% of 350,000 active. Q15084;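 active = mean replicate inhibition above about 25%, with every replicate also reaching it, limit read from the data, passing the limit was not always enough; inconclusive = only one of those two criteria met; inactive = neither criterion met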
Target sequence (Q15084 whole entry, looked up): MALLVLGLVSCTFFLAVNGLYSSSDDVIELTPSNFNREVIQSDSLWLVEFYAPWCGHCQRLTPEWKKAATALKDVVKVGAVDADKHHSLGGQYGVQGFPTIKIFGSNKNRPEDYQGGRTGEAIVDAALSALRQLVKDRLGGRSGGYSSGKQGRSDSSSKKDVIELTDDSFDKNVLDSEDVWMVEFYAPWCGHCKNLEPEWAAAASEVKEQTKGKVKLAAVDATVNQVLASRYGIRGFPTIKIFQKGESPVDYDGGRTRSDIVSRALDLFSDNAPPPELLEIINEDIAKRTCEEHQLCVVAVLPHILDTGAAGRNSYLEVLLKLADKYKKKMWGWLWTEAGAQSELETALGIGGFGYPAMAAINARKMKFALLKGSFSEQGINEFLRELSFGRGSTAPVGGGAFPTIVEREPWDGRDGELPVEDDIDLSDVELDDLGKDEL
DENV2 CPE rescue: protects cells from dengue virus 2 cytopathic effect; CPE inhibition, % at 9.99 µM; AID 651640; DENV2-infected cells, cytopathic effect rescue, plate reader; 1.7% of 350,000 active; in the data active = CPE inhibition above about 20%, passing the limit was not always enough; inconclusive = no clear call, values can overlap the other calls; tested in BHK-21 cells;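 note: 0% = median of neutral control wells and 100% = median of positive control wells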
ERAP1 inh: ERAP1 (human) enzyme inhibition. Q9NZ08. inhibition, % at 10.7 µM. recombinant ERAP1, Leu-AMC fluorescence, 60 min. 0.15% of 340,000 active;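 active = mean replicate inhibition of at least 30%, or all replicates individually reaching that 30% level; inactive = mean below 30% and not every replicate reaching it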;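 note: 0% = neutral control wells and 100% = L-leucinethiol positive control wells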
* = called active by the depositor; ? = inconclusive; nt = no result given; & = joins results of further samples; [ ] = dose if it differs, or a comment.

SMILES	miR122 inh	SIRT5 inh	F508del corr	CASP6 VEID inh	ERp5 inh	DENV2 CPE rescue	ERAP1 inh
C[C@@H]1CN([C@H](C)CO)C(=O)c2cc(NC(=O)Nc3ccc(F)cc3)ccc2O[C@@H](C)CCCCO[C@@H]1CN(C)Cc1ccc(C(F)(F)F)cc1	0.4[16.7 µM]	9.7	-2.4	-0.2	-1.6	-0.9	1.3
CCN1CCOC(CC(=O)Nc2cccc([N+](=O)[O-])c2)C1=O (configuration not stated)	24.1	-1.9	-1.4	6.0	4.5	-0.8	7.1
Oc1ccc(-c2cn3ccccc3n2)cc1O	nt	-1.2	-0.3	0.1	-0.1	-0.4	-1.4
CC(O)(c1ccccc1)c1nc(-c2cccc(C(=O)O)c2)cs1 (configuration not stated)	3.6	-7.9	0.4	1.0	-0.8	4.9	0.7
CCN(CC(=O)NCc1cccs1)C(=O)c1ccc(S(=O)(=O)Nc2ccccc2)cc1	10.9	-5.7	5.9	-2.7	1.8	-4.4	1.8
O=C(C[C@H]1C[C@H]2c3cc(NC(=O)C4CCOCC4)ccc3O[C@H]2[C@H](CO)O1)NC1CCCC1	5.9[16.7 µM]	-3.3	2.7	-2.7	4.6	-6.4	-0.5
CC(=O)/C=C/c1ccc(C)o1	-4.5	-0.9	-1.0	9.8	0.8	-3.1	1.2
COc1ccc(NC(=O)Nc2ccc3c(c2)C(=O)N([C@@H](C)CO)C[C@@H](C)[C@@H](CN(C)Cc2ccncc2)O3)cc1	13.3[16.7 µM]	27.3*	2.9	0.8	-6.8	17.9	2.1
CCCSc1ccc([C@@H]2[C@H]3C(=O)N(C)C(=O)[C@H]3[C@]3(C(=O)OC)CCCN23)cc1OC	3.5	-1.1	-1.5	7.7	-5.0	nt	14.4
CC(C)(C)OC(=O)[C@H](Cc1ccccc1)NC(=O)c1nc[nH]c1C(=O)N[C@@H](Cc1ccccc1)C(=O)OC(C)(C)C	-6.5	-1.4	1.0	-2.5	6.7	-2.0	-2.1
CN(C)CCCNC(=O)C[C@@H]1CC[C@@H](NC(=O)c2ccccc2F)[C@@H](CO)O1	nt	-0.6	0.4	0.4	-4.0	-9.1	0.7
CC1CCCCC1NC(=O)COc1cccnc1[N+](=O)[O-] (configuration not stated)	nt	4.7	0.2	-0.6	-1.0	?	0.2
CCS(=O)(=O)Nc1ccc2c(c1)C(=O)N(C)C[C@@H](OC)[C@H](C)CN(CC1CCCCC1)[C@H](C)CO2	-4.6[16.7 µM]	6.7	-2.3	0.3	-5.1	-8.2	0.6
CC(O)(c1ccccc1)c1nc(-c2ccc3c(c2)OCO3)cs1 (configuration not stated)	4.8	-0.6	-0.1	1.3	1.4	-4.4	0.4
CC(C(=O)N1CCN(C(=O)c2ccco2)CC1)n1sc2ccccc2c1=O (configuration not stated)	nt	-3.9	0.5	-0.8	6.7	5.8	0.9
CN(CCOc1ccccc1)C(=O)CNC(=O)c1ccc(C(C)(C)C)cc1	-7.0	1.6	-3.2	2.6	-2.3	13.0	-1.3
CCN1CCN(CC(=O)Nc2sc3c(c2C#N)CCC3)CC1	nt	-4.8	nt	0.8	-5.0	3.1	7.1
CO[C@H]1CN(C)C(=O)c2cc(C#N)ccc2OC[C@H]2O[C@H](CC[C@H]2OC)CCN(C)C(=O)[C@H]1C	nt	-3.0	1.5	-1.5	-2.3	3.7	4.1
C[C@H](CO)N1C[C@H](C)[C@H](CN(C)C)Oc2cc(-c3cccc(F)c3)ccc2S1(=O)=O	-9.6[16.7 µM]	-15.6	0.6	3.6	-0.1	4.5	-0.5
O=C(C[C@@H]1C=C[C@H](NC(=O)NC2CCCCC2)[C@@H](CO)O1)NCc1ccc(F)cc1	-7.9[16.7 µM]	1.2	-1.9	0.5	9.2	2.9	-0.9

Part of the list above, set out differently.
smiles,miR122 inh,SIRT5 inh,F508del corr,CASP6 VEID inh,ERp5 inh,DENV2 CPE rescue,ERAP1 inh
CC(C(=O)N1CCN(C(=O)c2ccco2)CC1)n1sc2ccccc2c1=O (configuration not stated),nt,-3.9,0.5,-0.8,6.7,5.8,0.9
CN(CCOc1ccccc1)C(=O)CNC(=O)c1ccc(C(C)(C)C)cc1,-7.0,1.6,-3.2,2.6,-2.3,13.0,-1.3

Remaining list, next part
SMILES	miR122 inh	SIRT5 inh	F508del corr	CASP6 VEID inh	ERp5 inh	DENV2 CPE rescue	ERAP1 inh
COc1ccc(/C=C/C(=O)c2ccc3c(c2)OCO3)c(OC)c1	144.6*	-3.6	1.0	7.2	-0.6	nt	-1.6
CCCCn1c(N)c(N(CCC(C)C)C(=O)COC(=O)c2ccc(CC)cc2)c(=O)[nH]c1=O	3.8	0.5	-1.2	12.5	5.6	-3.9	-2.1
O=C(O)c1c2c(nc3ccccc13)/C(=C/c1c(F)cccc1F)CCC2	nt	0.5	2.5	0.7	-2.3	0.9	-2.4
O=C(CCCCCNC(=O)N1CCn2c1nc1ccccc12)NCCc1ccccc1	-6.1	-1.0	-1.0	-3.0	0.3	7.9	-0.9
COc1ccc(OCC(=O)N/N=C(\C)CC(=O)Nc2ccc(NC(C)=O)cc2)cc1	-4.1	-8.3	-2.2	-1.6	4.5	-3.1	5.3
O=C(NCC1CCCO1)C1CCN(C2CCN(Cc3cccs3)CC2)CC1 (configuration not stated)	-8.1	0.7	0.0	-25.0	-3.8	4.8	-5.0
Cc1noc(C)c1NC(=O)N(C)C[C@H]1Oc2ccc(NC(=O)NC(C)C)cc2C(=O)N([C@H](C)CO)C[C@H]1C	-19.1	-6.6	-1.9	2.3	-0.5	-2.6	-1.4
O=C(COc1ccc(F)cc1)Nc1ccc(S(=O)(=O)Nc2ncccn2)cc1	nt	-2.3	-0.9	3.7	3.6	8.3	-1.2
CC(=O)c1cccc(-c2cnc3c(NC=O)cc(-c4ccccc4F)cn23)c1	-0.1	nt	1.9	1.8	6.3	?	0.1
C/C(=C\C(=O)c1sccc1Cl)N(C)C	nt	-27.6	0.8	nt	3.4	-9.2	-2.6
C[C@@H](C(O)c1ccccc1)N(C)C(=O)CCc1ccccc1 (some centres not stated)	-2.7	-1.0	2.9	-7.4	1.4	-6.8	-2.1
C/C(=N\N(c1ccccc1)c1ccccc1)c1ccc(N)cc1	nt	-2.7	0.9	-2.0	-2.3	2.2	-3.1
NC(=O)c1ccsc1NC(=O)Cc1ccc([N+](=O)[O-])cc1	4.1	0.3	2.9	1.7	-4.2	3.4	-2.8
O=C(N[C@H]1C=C[C@H](CC(=O)N2CCCCC2)O[C@H]1CO)c1ccccn1	nt	4.6	-0.1	0.5	4.8	13.5	-1.6
COc1ccc([C@@H]2CC=C(C(=O)O)[C@H](c3ccc(Br)cc3)N2S(=O)(=O)c2ccc(C)cc2)cc1OC	13.9	-1.2	2.2	1.0	1.8	-12.9	11.8
CC(C)n1c(=S)[nH]c2scc(-c3cccs3)c2c1=O	3.8	13.5	-0.9	13.0	-11.6	-5.1	0.3
CC(C)(C)C(=O)Nc1cc(S(=O)(=O)N2CCCCC2)ccc1N1CCCCC1	7.2	2.6	nt	-3.6	-47.2	3.4	-0.9
C#CCOCCOCCOCCNc1nc(N2CCOCC2)nc(N2CCN(C(=O)CCCCCCCCCCNC(=O)[C@H](CO)n3cc(CCCSC)nn3)CC2)n1	3.1	7.3	0.7	3.9	-6.3	-15.1	-5.5
CC1(C(=O)OCC(=O)Nc2ncc(Cl)cc2Cl)CC1(Cl)Cl (configuration not stated)	-4.5	-2.2	2.5	6.7	0.0	-4.8	-3.8
COc1ccc(Br)cc1/C=N/NC(=O)CN1CCN(Cc2ccccc2)CC1	-4.1	-10.6	0.3	0.3	-0.7	-5.8	0.4
CC(NC(=O)c1cc(S(=O)(=O)N2CCOCC2)cn1C)c1ccccc1 (configuration not stated)	-1.3	-2.3	5.7	0.2	-11.7	-1.6	1.0
CCCCN(CC)S(=O)(=O)N1CCC(C(=O)NCCCN2CCOCC2)CC1	nt	-1.0	0.9	-4.1	-5.4	0.8	-3.3
COc1ccc(C2CCCN2C(=S)Nc2cccc(Cl)c2)cc1OC (configuration not stated)	5.1	-6.8	-1.7	-0.3	3.0	-3.9	-0.8
COc1ccccc1CN1CC(C(=O)NCCn2ccc(C)n2)CCC1=O (configuration not stated)	-0.9	-0.2	-3.7	-2.3	7.8	0.4	-2.6
C[C@@H]1CN([C@@H](C)CO)C(=O)c2cc(C#CC3(O)CCCC3)cnc2O[C@@H]1CN(C)C(=O)C1CCCCC1	-2.9[16.7 µM]	1.7	1.1	1.5	-2.7	10.5	-3.7
COc1ccc(Br)c(C(=O)NC2CCCC2)c1	nt	-2.9	-0.3	-0.2	-1.1	nt	0.6
CC1(/[N+]([O-])=C/c2ccc(F)cc2)CCCCC1=O (configuration not stated)	nt	-2.3	-0.6	-0.3	0.4	-4.0	nt
C=CCn1c(SCC(=O)c2ccc(O)c(O)c2)nnc1-c1cccc(OC)c1	-5.5	nt	3.0	nt	7.3	15.0	-0.3
COc1ccc(S(=O)(=O)NNC(=O)c2ccccc2-n2cccc2)cc1	3.6	-2.6	-1.8	-1.2	-2.4	2.3	3.7
CN(C)CC(=O)N1[C@H](C#N)[C@@H](c2ccc(C#CC3CCCC3)cc2)[C@@H]1CO	nt	0.0	4.7	-0.1	1.2	4.5	2.8
CN(c1ccc(Cl)cc1)c1cc2c(c3c1ccn3C)C1CCC2O1 (configuration not stated)	-0.5	-8.0	-2.7	-1.1	1.2	10.1	-3.8
CN1C(=O)C(CC(=O)Nc2ccccc2)S/C1=N/c1nccs1 (configuration not stated)	nt	-4.3	nt	-1.7	1.6	-9.8	8.8
COc1ccccc1C(=O)N1N=C(c2ccc(NS(C)(=O)=O)cc2)CC1c1cccs1 (configuration not stated)	3.5	0.0	0.9	-1.4	23.1	6.6	1.6
COCC(=O)N1CCCCN2[C@H](CO)[C@H](c3ccc(C#Cc4ccccc4)cc3)[C@H]2C1	-2.4[16.7 µM]	-1.9	0.0	-0.1	-0.4	2.4	-1.4
CC(=O)Nc1ccccc1OCC(=O)NC(C)c1ccc(F)cc1 (configuration not stated)	nt	-2.4	nt	2.3	1.2	4.7	-5.1
C[C@@H]1CN([C@@H](C)CO)C(=O)c2ccccc2-c2ccccc2CO[C@@H]1CN(C)C(=O)c1ccccc1	nt	-5.8	-2.1	-2.0	2.1	-2.0	-1.3
CCC(=O)N1CCc2cc(S(=O)(=O)CCC(=O)N(C)c3ccc(OC)cc3OC)ccc21	7.3	-3.3	-0.5	1.9	2.0	-3.4	0.6
COC(=O)C[C@@H]1CC[C@H](NS(=O)(=O)c2ccccc2F)[C@@H](CO)O1	nt	0.4&-0.9	-0.5&0.6	1.3&2.5	-1.7&-0.5	-2.0&-19.0	2.1
CSCCC(C(=O)Nc1c(C)cccc1C)N1CCC(Cc2ccccc2)CC1 (configuration not stated)	1.1	-3.1	3.4	-4.6	1.1	-1.0	-0.6
CS(=O)(=O)c1ccc(Nc2nc(C(N)COCc3ccccc3)cs2)cc1 (configuration not stated)	0.6	nt	3.3	46.4*	3.5	-4.0	-1.0

Overlap with the part before: 2 entries, then new ones.
SMILES	miR122 inh	SIRT5 inh	F508del corr	CASP6 VEID inh	ERp5 inh	DENV2 CPE rescue	ERAP1 inh
CSCCC(C(=O)Nc1c(C)cccc1C)N1CCC(Cc2ccccc2)CC1 (configuration not stated)	1.1	-3.1	3.4	-4.6	1.1	-1.0	-0.6
CS(=O)(=O)c1ccc(Nc2nc(C(N)COCc3ccccc3)cs2)cc1 (configuration not stated)	0.6	nt	3.3	46.4*	3.5	-4.0	-1.0
O=C(O)C(C(O)c1ccccc1)[n+]1ccccc1 (configuration not stated)	nt	nt	0.9	-7.1	3.5	13.9	-1.3
O=C(NCc1ccccc1)c1cccc(S(=O)(=O)N2CCCCC2)c1	9.2	-4.1	0.3	-0.2	-3.8	1.0	0.6
CCN(C[C@H]1[C@H](c2ccc(-c3cccnc3)cc2)[C@@H](CO)N1C(C)=O)C(C)=O	33.3[16.7 µM]	-0.1	2.0	14.1	-0.7	-11.0	0.4
Cc1ccccc1C(=O)NCC(=O)N1CCN(c2ccccn2)CC1	-4.5	-4.4	-3.1	-0.7	2.4	-7.7	2.9
CC(C)C(C(=O)OCC(=O)c1ccccc1)N1C(=O)C2C3C=CC(C3)C2C1=O (configuration not stated)	-2.9	2.1	-2.8	-1.0	4.6	5.2	2.4

Screens as filed in PubChem BioAssay.
